MrgX1 agonist: activates human MrgX1 receptor signaling. Q96LB2. AID 588627. 310,000 tested, 0.44% active. MrgX1-HEK293 cells, Fluo-4 calcium fluorescence, agonist mode; stronger effect = higher value. B-score at 10 µM;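 active = calcium response B-score plate-corrected fluorescence ratio at least 3 library SD, with starting fluorescence B-score inside 5 SD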
Target sequence (Q96LB2 whole entry, looked up): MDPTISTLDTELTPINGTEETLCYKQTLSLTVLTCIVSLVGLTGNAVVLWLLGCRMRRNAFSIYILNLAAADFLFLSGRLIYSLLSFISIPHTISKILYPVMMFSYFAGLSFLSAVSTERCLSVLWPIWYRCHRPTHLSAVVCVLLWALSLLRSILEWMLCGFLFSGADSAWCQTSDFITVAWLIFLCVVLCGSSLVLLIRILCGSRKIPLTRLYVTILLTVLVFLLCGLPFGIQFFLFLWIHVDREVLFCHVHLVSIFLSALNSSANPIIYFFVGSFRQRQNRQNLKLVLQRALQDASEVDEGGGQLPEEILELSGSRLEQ
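Assay system: stable human MrgX1 HEK293 cell line. Quantity: 15,000 cells per well. Schedule: cells plated overnight, dye loaded 0.5 h 37 °C, 0.5 h room temperature. Detection: Fluo-4 NW calcium-flux fluorescence, kinetic read. Read-out basis: peak-minus-minimum fluorescence over baseline, converted to B scores. Control set: positive and negative control wells on each plate.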
SKKanGAS inh: SKKanGAS growth inhibition; S. pyogenes SKKanGAS, kanamycin growth, BacTiter-Glo, 6 h; inhibition, % at 7.5 µM; 300,000 tested, 1.3% active;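 active = mean replicate score, as percent of positive control median, at least 50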;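 also: strain carries kanamycin resistance gene driven by streptokinase promoter and grows in 40 µg/ml kanamycin; loss of luminescence reflects streptokinase promoter inhibition or plain growth inhibition; 0% = median of DMSO wells and 100% = positive control at its reference dose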
RGS4 pot: potentiators or activators of RGS4; HEK293 M3R/inducible RGS4, carbachol calcium flux Fluo4; stronger effect = lower value; B-score at 10 µM; 310,000 tested, 0.92% active; AID 463111;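 active = B-score of the integrated calcium signal more than 4 SD below the library mean, with starting fluorescence not abnormally high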;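 also: negative B-score means reduced calcium response which marks RGS4 activation or potentiation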
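Material: M3R-expressing HEK293 line, RGS4 induced by doxycycline | Schedule: Overnight RGS4 induction, 30 min dye load 37 °C, 20 min compound RT | Measured by: Fluo4 fluorescence kinetic imaging of calcium | Read-out: Integrated calcium ratio converted to B score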
HIF act: HIF pathway transcriptional activation. U2OS HRE-luciferase reporter, luminescence; normalized: DMSO 0%, desferrioxamine 100%. activation, % at 7.5 µM (by protocol). AID 1910. 300,000 tested, 0.32% active;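 active = mean activation of at least 10% of the iron chelator positive control signal, with at least half of replicates also reaching 10%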
TRPC6 act: mouse TRPC6 channel activation | HEK293-TRPC6 membrane potential dye fluorescence; stronger effect = higher value | Q61143 | B-score at 10 µM | 310,000 tested, 0.13% active;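 active = B-score of the integrated fluorescence ratio above library mean plus 3 SD, and starting fluorescence ratio within library mean plus 5 SD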;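 also: higher score means more depolarization so channel activation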
MrgX1 antag: blocks BAM8-22 activation of human MrgX1 receptor; 310,000 tested, 1.3% active; Q96LB2; AID 588676; B-score at 10 µM; MRGX1-HEK293 calcium flux, Fluo-4, BAM8-22 antagonism; stronger effect = lower value;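 active = calcium-response B-score plate-corrected more than 3 library SD below zero, starting fluorescence within 5 deviations, no agonist response on first addition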;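 also: peak minus trough fluorescence over baseline after final BAM8-22 challenge near maximal dose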
TRPC4 block: TRPC4 (mouse) channel inhibition; Q9QUQ5; HEK293 TRPC4beta/mu-opioid, DAMGO-evoked Fluo4 calcium flux; stronger effect = lower value; B-score at 10 µM; 300,000 tested, 0.39% active;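 active = B-score over 3 SD under the library average, no early fluorescence shift, positive overall ratio signal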
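System: stable TRPC4beta/mu-opioid receptor HEK293 cells; Dosing: single-point compound dosing; Measured by: Fluo4 Ca2+ flux fluorescence; Read-out basis: per-well B score of integrated baseline-normalized Fluo4 ratio.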
RGS4 block: human RGS4 inhibition; P49798; HEK293 M3R/RGS4 inducible, Fluo-4 calcium flux; stronger effect = higher value; triggered by carbachol at its EC20; B-score at 10 µM; 310,000 tested, 0.45% active;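 active = B-score, a plate-corrected calcium signal, over three deviations above library mean, with baseline fluorescence within five deviations of library mean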;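 also: RGS4 expression induced by doxycycline in cells with stable M3 receptor; B-score is computed from the integrated fluorescence ratio over baseline after carbachol; higher B-score means a larger calcium signal and so more RGS4 inhibition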
Target sequence (P49798 whole entry, looked up): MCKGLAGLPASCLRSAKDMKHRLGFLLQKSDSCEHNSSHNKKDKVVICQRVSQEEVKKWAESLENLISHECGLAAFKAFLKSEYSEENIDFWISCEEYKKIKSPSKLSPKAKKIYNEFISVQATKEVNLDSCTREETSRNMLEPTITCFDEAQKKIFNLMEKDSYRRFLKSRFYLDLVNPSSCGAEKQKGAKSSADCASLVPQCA
MrgX1 PAM: human MrgX1 positive allosteric modulation, primary screen | MrgX1-HEK293, Fluo-4 calcium flux, FDSS; stronger effect = higher value | B-score at 10 µM | 310,000 tested, 0.63% active | AID 588675;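 active = plate-corrected calcium response at least 3 library SD above typical, normal starting fluorescence, not activating the receptor alone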;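 also: compound read alongside a low EC10 to EC30 dose of BAM8-22 agonist; peak minus trough fluorescence over baseline measured at the second addition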
Platelet DG rel: modulates dense granule release in human platelets. 300,000 tested, 0.22% active. inhibition, %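 (compounds screened at 7.5 µM in platelet-rich plasma)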. AID 1663. human platelet-rich plasma, SFLLRN dense granule ATP release, luminescence;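 active = mean replicate score, as percent of positive control, at or above 50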
TRPC6 inh: blocks the mouse TRPC6 cation channel; 310,000 tested, 1.1% active; Q61143; HEK293-TRPC6, membrane potential dye, ACh-evoked depolarization; stronger effect = lower value; B-score at 10 µM;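 active = B-score under library mean minus 3 SD, initial fluorescence not abnormally high, positive integrated signal ratio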;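 also: B-score derived from integrated fluorescence ratio over the kinetic read; more negative B-score means stronger inhibition of depolarization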
Active calls of the source: *; i = inactive; / = no result given.

Each structure is followed by: HIF act	SKKanGAS inh	RGS4 pot	MrgX1 agonist	RGS4 block	Platelet DG rel	MrgX1 PAM	MrgX1 antag	TRPC6 inh	TRPC6 act	TRPC4 block
- CC(Sc1nc2ccccc2c(=O)n1CC1CCCO1)C(=O)Nc1ccc(S(N)(=O)=O)cc1 (stereo not drawn)
    0.2	-4	i	i	i	-2	i	i	i	i	i
- CCOC(=O)c1cnc2c(C(=O)OC)cccc2c1NCCN1CCOCC1
    0.3	-2	i	i	i	0	i	i	-5*	i	i
- Cc1ccc(CNC(=O)COc2ccccc2-c2ccccc2)cc1
    -2.3	19	i	i	i	0	i	i	i	i	i
- CSc1ccc(CCNC(=O)C2CCCN(c3ncnc4c3nc3n4CCCCC3)C2)cc1 (stereo not drawn)
    0.5	8	i	i	i	0	i	i	i	i	i
- O=C(CN1CCC(c2nc3ccccc3s2)CC1)NCc1ccccc1
    1.4	-1	i	i	i	2	i	-5.4*	i	i	i
- Cc1nc(=O)c(-c2ccccc2)c(C)n1CC1CCCO1 (stereo not drawn)
    0.3	-5	i	i	i	-1	i	i	i	i	i
- COc1ccccc1Oc1ccc(NC(=O)c2ccccc2)cc1
    1.6	2	i	i	i	15	i	i	i	i	i
- CCCCn1c(N)c(N(CC(C)C)C(=O)c2cc(=O)[nH]c3ccccc23)c(=O)[nH]c1=O
    0.2	1	i	i	i	4	i	i	i	i	i
- NS(=O)(=O)c1ccc(-c2ccc(/C=N/NC(=O)c3ccc([N+](=O)[O-])cc3)o2)cc1
    -0.2	1	i	i	i	6	i	i	i	i	i
- COCCN(C(=O)CCC(=O)Nc1cc(C)on1)C(C(=O)NC1CCCC1)c1ccccc1F (stereo not drawn)
    -1.4	0	i	i	i	-5	i	i	i	i	i
- Cc1nc(CC(=O)Nc2nc(C(C)(C)C)cs2)cs1
    0.3	5	i	i	i	7	i	i	i	i	i
- COc1ccc(S(=O)(=O)Nc2ccc(N(C)C(C)=O)cc2)cc1
    -0.7	2	i	i	i	12	i	i	i	i	i
- Cc1onc(-c2c(Cl)cccc2Cl)c1C(=O)Nc1nc(C(C)(C)C)cs1
    -3.3	-4	i	i	i	22	i	i	i	i	i
- O=C(CCOc1ccccc1)Nc1ccnn1C1CCN(Cc2ccc(CO)o2)CC1
    -2.6	-14	i	i	i	-3	i	i	i	i	i
- N#Cc1c(N2CCCCC2)nc(N2CCCCC2)c2c1CCN(Cc1ccccc1)C2
    -0.7	14	i	i	i	-4	i	i	i	i	i
- CCn1c(-c2nn(C)c(C)c2Cl)n[nH]c1=S
    -0.4	6	i	i	i	1	i	i	i	i	i
- Cc1cc(C(=O)N/N=C\c2ccc(COc3ccc([N+](=O)[O-])cc3)o2)ccc1[N+](=O)[O-]
    -25	-6	i	i	i	3	i	i	i	i	i
- CCOC(=O)c1cnc2c(CC)cccc2c1NCCN1CCOCC1
    0.4	0	i	i	i	0	i	i	i	i	i
- COc1ccc(C(=O)Nc2ccc(NS(=O)(=O)c3ccccc3)cc2)cc1OC
    -0.3	5	i	i	i	-2	i	i	i	i	i
- CC(=O)C1=NN(c2ccccc2)C(c2ccc3c(c2)OCO3)N1c1ccccc1 (stereo not drawn)
    0.2	-1	i	i	i	3	i	i	i	i	i
- Cc1nnc(SCC(=O)c2cc(C)n(C3CC3)c2C)s1
    1.5	-7	i	i	i	-2	i	i	i	i	i
- COc1ccccc1/C=C/C=N/n1c(C)nnc1C
    -0.9	-8	i	i	i	1	i	i	i	i	i
- CC(C)(C)C(=O)CN1C(=O)C2(OCCO2)c2ccccc21
    -0.7	-4	i	i	i	1	i	i	i	i	i
- CCOc1cc(C(=O)NC2=NCCS2)cc(OCC)c1OCC
    1.2	-6	i	i	i	-1	i	i	i	i	i
- Cc1cc(C(=O)Nc2ccc3ccccc3c2)c(C)o1
    2.0	-7	i	i	i	-1	i	i	i	i	i
- CCCCN(C(=O)Cc1ccc(S(=O)(=O)N2CCOCC2)s1)c1c(N)n(CCCC)c(=O)[nH]c1=O
    -0.2	-1	i	i	i	12	i	i	i	i	i
- Cc1c(C)c(C)c(CN2CCCC2)c(C)c1C
    -0.6	3	i	i	i	10	i	i	i	i	i
- CC[C@H](C)[C@H](NC(N)=O)C(=O)NCCc1ccc(Cl)cc1Cl
    -0.1	5	i	i	i	4	i	i	i	i	i
- CCN(CC(=O)NCc1cccs1)C(=O)c1ccc(-c2cccc(C(F)(F)F)c2)o1
    0.3	-11	i	i	i	-3	i	i	i	i	i
- COc1cccc(-c2csc(N3CCN(CC(=O)NNC(=O)c4ccc(Br)cc4)CC3)n2)c1
    0.1	38	i	i	i	7	i	i	i	i	i

Continued (two carried over from the part before).
Each structure is followed by: HIF act	SKKanGAS inh	RGS4 pot	MrgX1 agonist	RGS4 block	Platelet DG rel	MrgX1 PAM	MrgX1 antag	TRPC6 inh	TRPC6 act	TRPC4 block
- CCN(CC(=O)NCc1cccs1)C(=O)c1ccc(-c2cccc(C(F)(F)F)c2)o1
    0.3	-11	i	i	i	-3	i	i	i	i	i
- COc1cccc(-c2csc(N3CCN(CC(=O)NNC(=O)c4ccc(Br)cc4)CC3)n2)c1
    0.1	38	i	i	i	7	i	i	i	i	i
- CCOc1ccccc1NC(=O)N1CCC(n2nnc3cc(C)ccc32)CC1
    0.6	-19	i	i	i	-1	i	i	i	i	i
- C=CCn1c(C)cc(C(=O)COC(=O)c2ccc(N)c([N+](=O)[O-])c2)c1C
    3.0	1	i	i	i	9	i	i	i	i	i
- CCC(Oc1ccccc1)C(=O)N1CCN(C(=O)C(CC)Oc2ccccc2)CC1 (stereo not drawn)
    -0.6	-1	i	i	i	-6	i	i	i	i	i
- Cc1ccc(C)c(NC(=O)Cc2nc(CNCC(C)C)cs2)c1
    0.0	1	i	i	i	12	i	i	i	i	i
- COc1cc(C(Nc2ccc(S(=O)(=O)N3CCC(C)CC3)cc2)C(=O)NCC2CCCO2)cc(OC)c1OC (stereo not drawn)
    -1.6	-2	i	i	i	13	i	i	i	i	i
- CCN(CC(=O)Nc1cccc(OC)c1)CC(=O)Nc1ccccc1C
    0.7	-4	i	i	i	5	i	i	i	i	i
- COc1ccc(-c2ccc(SCC(=O)c3ccccc3)nn2)cc1OC
    0.2	-2	i	i	i	1	i	i	i	i	i
- CCOC(=O)C1CCCN(C(=O)CN2C(=O)C(CC)Oc3ccc(C)cc32)C1 (stereo not drawn)
    0.2	4	i	i	i	11	i	i	i	i	i
- C=Cc1ccc(Cn2c(=O)n(C)c(=O)c3sccc32)cc1
    2.5	0	i	i	i	-4	i	i	i	i	i
- NS(=O)(=O)c1ccc(NC(=O)/C=C/c2ccccc2[N+](=O)[O-])cc1
    0.3	4	i	i	i	4	i	i	i	i	i
- Cc1ccc([N+](=O)[O-])cc1NC(=O)CSc1n[nH]c(-c2cccnc2)n1
    -0.1	19	i	i	i	-2	i	i	i	i	i
- NS(=O)(=O)c1ccc(NC(=O)COC(=O)c2ccc(Cl)cc2[N+](=O)[O-])cc1
    -1.1	-15	i	i	i	-1	i	i	i	i	i
- CCCc1cc2c(cc1NC(=O)c1ccc(C)cc1)OCO2
    0.3	-9	i	i	i	0	i	i	i	i	i
- COc1ccc(N2CCN(C(c3cccs3)C(C)NC(=O)C(=O)N3CCCCC3)CC2)cc1 (stereo not drawn)
    -0.1	1	i	i	i	4	i	i	i	i	i
- COc1ccc(-c2cccc(C3CC=CC4C3C(=O)N(Cc3ccccc3)C4c3ccc(OC)c(Cl)c3)c2)cc1 (stereo not drawn)
    -0.9	-3	i	i	i	-3	i	i	i	i	i
- CCCOc1c(OC)cccc1C1CC(=O)Nc2cc3c(cc21)OCO3 (stereo not drawn)
    2.2	-4	i	i	i	18	i	i	i	i	i
- CCCOC(=O)c1ccc(OCC(O)CN2CCN(C(=O)c3ccccc3)CC2)cc1 (stereo not drawn)
    -0.1	-6	i	i	i	2	i	i	i	i	i
- O=C(O)CC(CC(=O)Nc1ccc2ccccc2n1)c1ccccc1 (stereo not drawn)
    0.6	-1	i	i	i	1	i	i	i	i	i
- O=C(Nc1ccccc1)Nc1sccc1-c1nc2ccccc2s1
    2.0	5	i	i	i	10	i	i	i	i	i
- CCCc1nc(C)c(-c2ccc(OC)c(OC)c2)c(=O)[nH]1
    -0.2	-1	i	i	i	3	i	i	i	i	i
- COc1ccc(-c2cccc(C3CC=CC4C3C(=O)N(Cc3ccccc3)C4c3cc(C)ccc3F)c2)cc1 (stereo not drawn)
    -0.2	3	i	/	i	0	/	/	i	i	i
- Cc1nn(C)c(C(=O)N2CCN(C(=O)c3ccco3)CC2)c1[N+](=O)[O-]
    -0.9	-3	i	i	i	17	i	i	i	i	i
- CN(C)CCCNC(=O)C(=O)NCC1OCCN1S(=O)(=O)c1cccs1 (stereo not drawn)
    -0.3	0	i	i	i	1	i	i	i	i	i
- CCCCNC(=O)O[C@H]1C[C@@H]2CCN3C(=O)CCC[C@H]([C@H]1CC)[C@H]23
    0.8	3	i	i	i	-8	i	i	i	i	i
- O=C1Cc2ccccc2C(=O)N1Cc1cccc(Cl)c1
    0.8	2	i	i	i	4	i	i	i	i	i
- CC(C)c1ccc(OCCCN2CCCC2)cc1
    0.0	5	i	i	i	-1	i	i	i	i	i
- Cc1cccc(CN2CCN(C(c3ccccc3)c3ccc(Cl)cc3)CC2)c1 (stereo not drawn)
    -0.4	17	i	i	i	0	i	i	i	i	i
- CCS(=O)(=O)c1ccc(O)c(N2C(=O)C3C4C=CC(C4)C3C2=O)c1 (stereo not drawn)
    /	0	i	i	i	-4	i	i	i	i	i
- O=S(=O)(c1ccc2oc(=S)[nH]c2c1)N1CCCCC1
    -0.2	17	i	i	i	-3	i	i	i	i	i
- C=CCN1C(=O)/C(=C2\SC(N3CCOCC3)=NC2=O)c2cc(Br)ccc21
    -0.6	38	-8.6*	i	i	0	i	i	i	i	i
- O=C(NCc1ccccn1)C1CC(c2ccc(Cl)c(Cl)c2)=NO1 (stereo not drawn)
    -0.7	-11	i	i	i	1	i	i	i	i	i

Screening data deposited in PubChem by several laboratories.
